Assay outcomes as filed in PubChem BioAssay.
Yfh1-depleted yeast = enhancers of respiration in Yfh1-depleted yeast, dose response, Friedreich's ataxia, plus single-dose screen (AID 1465). S. cerevisiae Yfh1-off respiration, WST-1 reduction, 72 h; higher fold induction means a stronger effect. 220,000 tested, 0.074% active. one-dose fold induction at 50 µM; EC50 in µM for titrated hits;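 active = fold induction of absorbance versus untreated yeast above a set limit, then at least 30% activation at any dose in follow-up; inconclusive = repeats straddling the limit, or above it without dose testing; inactive = fold induction below the set limit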;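 also: activators that raise dye reduction in frataxin-depleted yeast; strong numbers were not always called active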
P. falciparum M17LAP = P. falciparum M17LAP inhibitors, primary screen, biochemical, fluorogenic H-Leu-NHMec substrate, 1536-well (AID 1619). recombinant M17LAP, H-Leu-NHMec fluorogenic kinetic assay; higher % means a stronger effect. one-dose inhibition, % at 30 µM; IC50 in µM for titrated hits. 220,000 tested, 0.38% active;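 active = compound inhibiting the enzyme by more than half at any dose during confirmatory dose-response retesting; inconclusive = strong single-dose inhibitors picked by rank but not retested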;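 also: plate controls were full reaction with DMSO carrier for no effect and no enzyme background for full effect; strong numbers were not always called active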
M1AAP inhibition = malaria alanyl aminopeptidase activity blockers – biochemical, fluorogenic H-Leu-NHMec substrate, 1536-well (AID 1445); one-dose inhibition, % at 30 µM; IC50 in µM for titrated hits; 220,000 tested, 0.42% active; recombinant M1AAP, H-Leu-NHMec fluorogenic kinetic assay; higher % means a stronger effect;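 active = primary inhibition above the hit cutoff, then over 50% inhibition at one or more dose response concentrations, cut at about 23% in these data, passing the limit was not always enough; inconclusive = conflicting primary data, or primary hits not chosen for dose response; inactive = low primary inhibition, or under 50% at every dose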;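 also: plate controls were DMSO full reaction for no effect and no enzyme background for full effect; strong numbers were not always called active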
ER stress rescue = protection against thapsigargin-triggered cell killing – 384-well, CSM14.1, ATP luminescence, primary screen (AID 1222) | CSM14.1 thapsigargin-induced death rescue, ATP luminescence; higher % means a stronger effect | cellular ATP content (survival), % at 20 µM; hits with a dose series show EC50 in µM | 190,000 tested, under 10 active;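 active = EC50 below 50 µM in the dose-response confirmation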;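 also: death triggered by thapsigargin at about 15 µM added after 2 h compound pretreatment; cell ATP read after overnight thapsigargin exposure of roughly 18 to 22 hours; normalized against plate controls of thapsigargin alone and 5% DMSO vehicle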
West Nile virus CPE = West Nile virus antiviral activity, cell-based, CPE readout (AID 1621). West Nile virus-infected cells, CPE inhibition; higher % means a stronger effect. CPE inhibition, % at 10 µM; hits with a dose series show IC50 in µM. 290,000 tested, 0.02% active; in the data active = a potency from the dose series; inconclusive = CPE inhibition mostly from about 3.7% at the one dose, without a potency; inactive = the rest, 99 in 100 with CPE inhibition below about 2.2%; also: strong numbers were not always called active
PhoP inhibition = inhibitors of PhoP regulon expression, primary screen, Salmonella Typhimurium, GFP reporter (AID 1863) | S. Typhimurium PhoP-regulated promoter GFP reporter, 4 h; higher % means a stronger effect | inhibition, % at 50 µM; hits with a dose series show IC50 in µM | 300,000 tested, 0.16% active;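 active = inhibition over 29.93%, a cutoff 3 SD above the screen mean, later confirmed by dose response; inconclusive = inhibition over 29.93% but no dose response follow-up; inactive = inhibition at most 29.93% or unconfirmed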;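 also: 0% = low Mg2+ inducing control and 100% = high Mg2+ repressing control; strong numbers were not always called active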
human PMI inhibitors = human PMI inhibitors, high substrate, primary screen, biochemical, fluorescence intensity, high mannose 6-phosphate (AID 1220); recombinant PMI enzyme, coupled fluorescence intensity; higher % means a stronger effect; inhibition, % at 20 µM, or IC50 in µM where a hit was titrated; 190,000 tested, 0.66% active; in the data active = inhibition above about 50%
SIAH1 antagonists = blockers of Siah-1 interaction with plectin peptide – biochemical, fluorescence polarization, rhodamine-plectin, uHTS, primary screen (AID 1817); one-dose displacement, % at 20 µM; IC50 in µM for titrated hits; 290,000 tested, 0.02% active; Siah-1 / rhodamine-plectin peptide fluorescence polarization; higher % means a stronger effect;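 active = displacement of at least 50% at 20 µM, with a fluorescence ratio check between 0.3 and a set limit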;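 also: plate controls were Siah plus tracer with DMSO for no effect and tracer alone without Siah for full effect; strong numbers were not always called active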
XIAP antagonists = small molecules displacing peptide from XIAP – biochemical, IAP family, fluorescence polarization (AID 1018); XIAP BIR domain, fluorescence polarization peptide displacement; higher % means a stronger effect; displacement, % at 20 µM; hits with a dose series show IC50 in µM; 200,000 tested, 0.007% active; in the data active = displacement above about 50%; also: a part of the inactive calls stands beside numbers as strong as those of hits
* marks the source's active call; other numbers are inactive results; i = inactive; ? = inconclusive; / = not tested or not shown.

Each structure is followed by: P. falciparum M17LAP	PhoP inhibition	Yfh1-depleted yeast	human PMI inhibitors	West Nile virus CPE	M1AAP inhibition	ER stress rescue	SIAH1 antagonists	XIAP antagonists
> COC(=O)C1CCN(C(=O)Cc2ccc(OC)c(OC)c2)CC1
 : -1.4%	-2.8%	i	4.6%	-0.5%	9.2%	-0.9%	0.9%	-2.8%
> O=C(CSC1CC(=O)N(c2ccc(C(=O)O)cc2)C1=O)Nc1ccc(Cl)cc1 (stereo unspecified)
 : 20.4%	-0.5%	i	-7.1%	-0.1%	9.9%	0.8%	-3.0%	0.7%
> O=C(OCc1cc(=O)n2cc(Br)ccc2n1)c1ccc(Cl)c(S(=O)(=O)NCc2ccccc2)c1
 : 1.9%	-2.2%	i	11.9%	-0.4%	8.6%	0.8%	14.8%	1.6%
> COc1ccc(N2CCN(CC(=O)c3c(C)n(C)c4ccc(OC)cc34)CC2)cc1
 : -2.6%	0.9%	i	/	-0.4%	2.1%	/	5.3%	/
> CCC(=O)N1N=C(c2ccc(NS(C)(=O)=O)cc2)CC1c1ccc(C)cc1 (stereo unspecified)
 : -108.2%	3.6%	i	1.5%	-0.3%	8.1%	3.8%	1.6%	-5.5%
> COc1cc(CN2CCN(Cc3ccc(C)cc3)C(CCO)C2)cc(OC)c1O (stereo unspecified)
 : -3.5%	9.2%	i	61.9%*	-0.3%	4.2%	1.5%	5.7%	-5.5%
> O=C(OCC(=O)N1CCc2ccccc21)c1nc(Cl)ccc1Cl
 : -4.5%	3.7%	i	0.3%	0.4%	0.1%	-0.3%	3.2%	-6.0%
> CN(C)/C=C1/C(=O)Nc2ccccc21
 : 12.2%	18.2%	i	-1.8%	0.5%	2.8%	-1.3%	-0.2%	-4.8%
> CCN(C(=O)c1cn(C)c(=O)c2cc(OC)c(OC)cc12)c1cc(C)ccc1C
 : -2.2%	-6.4%	i	-4.3%	-0.8%	0.8%	-1.8%	-3.8%	-3.3%
> COc1cc(OC)nc(Oc2cc(/C=N/O)ccc2OC)n1
 : -2.7%	7.6%	i	15.1%	-1.5%	-1.3%	-1.1%	3.2%	-9.7%
> CCn1c(-c2cc(C3CC3)nc3ccccc23)n[nH]c1=S
 : 13.7%	19.2%	i	-23.8%	-0.4%	-2.8%	2.3%	10.6%	-3.1%
> Cc1ccc(-n2nc3c(c2NC(=O)c2ccc4c(c2)OCO4)CSC3)cc1
 : 0.8%	5.3%	i	-11.9%	1.0%	3.0%	-2.1%	2.1%	-1.2%
> COc1ccc(NS(=O)(=O)c2ccc(NC(=S)NC(=O)/C=C/c3ccccc3)cc2)nn1
 : 3.6%	10.7%	i	12.0%	1.4%	2.0%	-0.2%	11.7%	-5.8%
> CSc1nnc(NC(=O)c2ccc(S(=O)(=O)N(C)C)cc2)s1
 : -4.9%	-0.4%	i	-13.2%	1.1%	4.2%	0.7%	4.6%	-2.9%
> O=C1C2C3C=CC(CO)(O3)C2C(=O)N1c1ccccc1-c1ccccc1 (stereo unspecified)
 : -11.3%	-5.6%	i	14.4%	-0.1%	-2.4%	-0.3%	-0.7%	-2.3%
> CCCCC(=O)Nc1nnc(-c2ccc(OC)cc2)s1
 : 4.4%	-9.1%	i	3.4%	0.1%	2.2%	-3.0%	-5.7%	-15.4%
> CC(C)(C)c1nnc(NC(=O)C2CCN(c3ncccn3)CC2)s1
 : 13.4%	-7.6%	i	-8.8%	0.0%	5.5%	-3.0%	-0.3%	-7.1%
> CCC(=O)c1cn(CC(=O)NCc2ccco2)c2ccccc12
 : -3.5%	-4.9%	i	-6.7%	0.0%	-1.0%	0.1%	-3.5%	-3.6%
> CCOCCn1c(SC(C)C(C)=O)nc2c1c(=O)[nH]c(=O)n2C (stereo unspecified)
 : -4.5%	-2.0%	i	/	0.3%	0.1%	/	11.7%	/
> CCC(C)c1ccc(NC(=S)NCc2cccs2)cc1 (stereo unspecified)
 : 22.4%	5.8%	i	8.3%	0.8%	11.0%	-1.5%	-0.2%	-3.9%
> Cc1ccc2nc(-c3ccc(NS(=O)(=O)c4ccccc4)cc3)sc2c1
 : 0.3%	19.3%	i	5.8%	-0.2%	2.2%	-2.6%	-0.7%	-8.8%
> CCCC(C)C(=O)Nc1ccc(Cl)cn1 (stereo unspecified)
 : 0.0%	-3.0%	i	9.7%	0.0%	6.8%	-1.7%	3.3%	-7.6%
> O=C(COc1ccc(Br)cc1CNC1CCCCC1)NCCc1ccccc1
 : -1.0%	1.9%	i	-10.4%	-1.8%	1.6%	-2.3%	3.1%	-4.2%
> CCOC(=O)c1c(C)nc2ccccc2c1C
 : 0.3%	16.2%	i	-20.0%	0.2%	-4.1%	-2.0%	-3.8%	-4.1%
> CCn1c(SCC(N)=O)nc2sc3c(c2c1=O)CCCC3
 : 4.5%	-8.9%	i	-2.8%	0.1%	-0.2%	-4.6%	3.2%	-2.1%
> CCC(=O)NC(=S)Nc1ccc(NC(=O)c2cccnc2)cc1
 : 7.6%	3.5%	i	/	1.0%	4.5%	/	0.1%	/
> O=C1C2C3C=CC(C4CC34)C2C(=O)N1/N=C/c1ccc(-c2ccccc2[N+](=O)[O-])o1 (stereo unspecified)
 : 3.8%	5.4%	i	20.3%	0.1%	4.2%	0.6%	6.8%	-0.4%
> COc1ccc(CCNC(=O)CN2CCN(c3ccccc3Cl)CC2)cc1
 : 1.4%	-6.2%	i	-5.5%	0.1%	1.2%	-1.2%	-8.5%	-4.8%
> COc1ccccc1C1NC(c2ccccc2OC)C(C)C(=O)C1C (stereo unspecified)
 : 3.5%	6.0%	i	-1.1%	0.5%	-2.9%	3.2%	0.0%	-4.2%
> O=C1CC(c2ccco2)CC(O)=C1C=NCCO (stereo unspecified)
 : -11.2%	-2.6%	i	14.9%	-0.3%	-0.2%	0.4%	-0.8%	-1.8%

Pulled one by one from the list above:
Each structure is followed by: P. falciparum M17LAP	PhoP inhibition	Yfh1-depleted yeast	human PMI inhibitors	West Nile virus CPE	M1AAP inhibition	ER stress rescue	SIAH1 antagonists	XIAP antagonists
> CSc1nnc(NC(=O)c2ccc(S(=O)(=O)N(C)C)cc2)s1
 : -4.9%	-0.4%	i	-13.2%	1.1%	4.2%	0.7%	4.6%	-2.9%
> CCOC(=O)c1c(C)nc2ccccc2c1C
 : 0.3%	16.2%	i	-20.0%	0.2%	-4.1%	-2.0%	-3.8%	-4.1%

(continued)
Each structure is followed by: P. falciparum M17LAP	PhoP inhibition	Yfh1-depleted yeast	human PMI inhibitors	West Nile virus CPE	M1AAP inhibition	ER stress rescue	SIAH1 antagonists	XIAP antagonists
> O=C1CC(c2ccccc2)CN1Cc1ccccc1 (stereo unspecified)
 : 3.6%	12.3%	i	11.2%	-0.7%	-1.3%	-2.5%	7.4%	-0.9%
> O=C(NCC1CCCO1)c1sc2cc(Cl)ccc2c1Cl (stereo unspecified)
 : 5.2%	3.8%	i	-1.5%	-0.5%	10.7%	-3.4%	-1.9%	-6.5%
> CS(=O)(=O)N(CC(=O)NC1CCCC1)c1cccc(F)c1
 : 8.7%	3.4%	i	7.9%	0.1%	12.7%	-3.5%	3.3%	5.6%
> CCN(CC)CCCOc1ccc(Cl)c(Cl)c1
 : 6.8%	7.8%	i	3.6%	-0.7%	-1.4%	-1.7%	5.0%	-4.0%
> O=C(Cc1ccccc1)N/N=C/c1ccc(Cl)cc1Cl
 : -4.3%	9.7%	i	-0.1%	-0.5%	-5.0%	-2.1%	-2.1%	-4.8%
> O=C1CC(c2ccc(F)cc2)C2=C(CCCC2=O)N1 (stereo unspecified)
 : 0.3%	2.3%	i	-13.6%	-0.3%	4.8%	-0.2%	-1.1%	0.2%
> CC(C)OCCCNc1ncc2c(n1)CC(c1ccc(N(C)C)cc1)CC2=O (stereo unspecified)
 : -14.3%	11.8%	i	22.7%	-0.1%	-1.8%	0.8%	-3.8%	-2.1%
> COc1ccc(N2C(=O)CC(N3CCN(S(=O)(=O)c4ccc(Cl)cc4)CC3)C2=O)cc1 (stereo unspecified)
 : -2.1%	1.8%	i	-3.9%	-0.6%	6.7%	-1.0%	0.5%	-2.4%
> O=C(CN1CCN(c2ccccc2O)CC1)NCCCc1ccccc1
 : -4.1%	-3.3%	i	3.2%	-0.1%	4.5%	0.5%	-2.4%	-4.7%
> COC(=O)Cn1cc(/C=N/NC(=O)COc2cccc3cccnc23)c2ccccc21
 : 3.4%	3.5%	i	-25.5%	-0.5%	12.5%	-0.5%	-3.9%	-1.1%
> COc1ccc(CCNC(=O)CCC(=O)N2CCN(S(=O)(=O)c3ccc(Cl)cc3)CC2)cc1OC
 : -13.1%	11.8%	i	1.9%	-0.4%	8.1%	-0.1%	2.5%	3.2%
> CC(NC(=O)Cn1nc(C(F)(F)F)c2c1CCC2)c1ccccc1 (stereo unspecified)
 : 10.4%	9.8%	i	11.6%	-0.4%	3.9%	-1.6%	-0.3%	-7.3%
> CCCc1cc(C(=O)OC)c(NC(=O)OCC)s1
 : 0.0%	-9.1%	i	15.8%	0.5%	5.6%	-3.0%	1.6%	-5.1%
> CCOC(=O)c1cc2c(nc1NC(=S)NCc1ccccc1)CCCC2
 : -8.5%	-8.8%	i	2.2%	-0.6%	0.1%	-1.5%	7.1%	-4.2%
> COC(=O)CC1SC(=O)NC1=Nc1ccc(C)cc1 (stereo unspecified)
 : -4.6%	3.0%	i	5.5%	-0.2%	-2.8%	/	0.8%	-7.0%
> c1ccc(Oc2ncnc3sccc23)cc1
 : 1.9%	-0.6%	i	2.5%	-0.5%	1.0%	/	-7.2%	-7.1%
> O=C(N/N=C/c1cc(Cl)cc(Cl)c1O)c1ccncc1
 : 4.3%	?	i	/	-0.6%	29.6%	/	-0.8%	/
> O=C(Nc1ccc(OC(F)(F)F)cc1)Oc1ccccc1N1CCCCC1
 : 5.0%	-3.8%	i	/	-0.3%	-1.0%	/	0.0%	/
> COc1ccc(Cc2noc(CN(C)CCc3ccccc3)n2)cc1OC
 : 5.6%	0.0%	i	/	-1.3%	11.6%	/	-7.0%	/
> O=C(c1ccc(S(=O)(=O)NCC2CCCO2)cc1)N1CCc2ccccc21 (stereo unspecified)
 : 6.7%	-0.7%	i	-4.3%	-0.9%	16.2%	-3.1%	2.2%	1.4%
> COc1cccc(NC(=S)NNC(=O)CCn2cc([N+](=O)[O-])cn2)c1
 : -4.1%	8.1%	i	2.7%	-0.1%	-15.6%	-1.5%	8.7%	-3.0%
> Cc1ccccc1NC(=O)Nc1ccc(C(F)(F)F)cc1
 : -3.5%	5.9%	i	-3.5%	-1.0%	-2.5%	-0.4%	4.0%	-7.9%
